697 NFkB inh – inhibitors of PMA/ionomycin-induced NF-kB reporter, 697 cells, primary screen, B-cell NF-kB inhibitor project, cell-based, luminescence, uHTS. 697 B-cell NF-kB luciferase reporter, 16 h. inhibition, % at 4 µM. 0.33% of 330,000 active. AID 435022, 2010; in the data active = inhibition above about 35%
Mdm2-MdmX inh – inhibitors of human Mdm2-MdmX association, primary screen, cell-based, luminescence, split luciferase, SaOS-2, uHTS. AID 485346, 2010. 3% of 330,000 active. inhibition, % at 8 µM. SaOS-2 split-luciferase Mdm2/MdmX complementation. Protein Mdm4 (Homo sapiens) + E3 ubiquitin-protein ligase Mdm2 (Homo sapiens), …;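 active = inhibition of at least 50% at 8 µM in the primary screen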
CCR6 antag – CCR6 receptor antagonists, primary screen, cell-based, CHO-K1, luminescence, beta-arrestin, uHTS; CHO-K1 CCR6 PathHunter beta-arrestin, CCL20-stimulated; 0.49% of 340,000 active; C-C chemokine receptor type 6 (Homo sapiens), P51684; inhibition, % at 20 µM;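 active = compounds whose inhibition of the agonist-driven luminescence signal at 20 µM reaches about 50%, limit read from the data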;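 also: cells stimulated with CCL20 at 14 nM final; plate controls were DMSO with CCL20 for no effect and DMSO without agonist for full effect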
Target sequence (P51684 whole entry, looked up): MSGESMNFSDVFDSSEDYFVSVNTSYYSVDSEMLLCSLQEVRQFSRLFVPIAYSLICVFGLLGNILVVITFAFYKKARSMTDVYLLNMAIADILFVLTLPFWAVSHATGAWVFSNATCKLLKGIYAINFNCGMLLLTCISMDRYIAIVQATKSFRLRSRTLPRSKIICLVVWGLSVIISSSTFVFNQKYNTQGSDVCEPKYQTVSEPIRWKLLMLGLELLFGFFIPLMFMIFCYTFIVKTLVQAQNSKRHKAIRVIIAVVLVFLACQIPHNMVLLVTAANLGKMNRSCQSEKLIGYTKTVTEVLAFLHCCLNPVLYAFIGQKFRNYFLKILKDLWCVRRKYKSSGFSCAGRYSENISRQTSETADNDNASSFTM
CXCR6 block – CXCR6 receptor inhibitors, primary screen, cell-based, beta-arrestin, luminescence, CHO-K1 PathHunter, 1536-well; C-X-C chemokine receptor type 6 (Homo sapiens), O00574; inhibition, % at 20 µM; 0.36% of 360,000 active; in the data active = inhibition above about 34%, passing the limit was not always enough;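 also: antagonist mode with CXCL16 agonist at 10 nM final; 0% = 10 nM CXCL16 with DMSO and 100% = unstimulated wells without agonist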
Target sequence (O00574 whole entry, looked up): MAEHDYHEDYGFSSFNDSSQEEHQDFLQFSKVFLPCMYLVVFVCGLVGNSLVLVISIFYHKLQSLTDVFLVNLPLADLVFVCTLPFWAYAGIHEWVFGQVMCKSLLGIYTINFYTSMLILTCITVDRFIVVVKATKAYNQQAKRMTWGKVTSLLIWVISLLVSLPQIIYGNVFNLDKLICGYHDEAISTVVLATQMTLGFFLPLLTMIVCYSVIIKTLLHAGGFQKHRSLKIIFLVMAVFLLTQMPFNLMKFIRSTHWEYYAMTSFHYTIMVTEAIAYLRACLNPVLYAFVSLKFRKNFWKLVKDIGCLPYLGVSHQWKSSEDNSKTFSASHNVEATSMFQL
CHOP UPR activ – activators of apoptotic CHOP UPR arm, primary screen, cell-based, CHO-CHOP luciferase reporter, luminescence, uHTS | UPR activation; percent of tunicamycin response over DMSO baseline | activation, % at 10 µM | 0.34% of 330,000 active | AID 449763, 2010;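 active = at 10 µM dose, activation of 40% or more, normalized to positive control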;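 also: 100% = tunicamycin at 10 µg/mL and 0% = DMSO alone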
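Assay system: CHO cells with stable CHOP pathway luciferase reporter; Buffer or medium: F12 plus 10% serum; Times: 16-18 h cell attachment, then 6 h compound exposure, 37 °C; Signal: luciferase luminescence; Read-out basis: percent activation relative to tunicamycin control; Control set: tunicamycin high control, DMSO low control.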
EBI2 block – EBI2 receptor antagonists, beta-arrestin recruitment, primary screen, cell-based, luminescence, 7a,25-OHC stimulation, uHTS; 0.81% of 360,000 active; AID 651636, 2012; 7a,25-OHC stimulated; inhibition, % at 5 µM; G-protein coupled receptor 183 (Homo sapiens), P32249; in the data active = inhibition above about 38%;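 also: enzyme fragment complementation signal reports receptor beta-arrestin coupling in cells; 0% = agonist plus DMSO wells and 100% = wells without agonist; some results beyond the cut were filed as inactive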
Target sequence (P32249 whole entry, looked up, the tested form may be a part): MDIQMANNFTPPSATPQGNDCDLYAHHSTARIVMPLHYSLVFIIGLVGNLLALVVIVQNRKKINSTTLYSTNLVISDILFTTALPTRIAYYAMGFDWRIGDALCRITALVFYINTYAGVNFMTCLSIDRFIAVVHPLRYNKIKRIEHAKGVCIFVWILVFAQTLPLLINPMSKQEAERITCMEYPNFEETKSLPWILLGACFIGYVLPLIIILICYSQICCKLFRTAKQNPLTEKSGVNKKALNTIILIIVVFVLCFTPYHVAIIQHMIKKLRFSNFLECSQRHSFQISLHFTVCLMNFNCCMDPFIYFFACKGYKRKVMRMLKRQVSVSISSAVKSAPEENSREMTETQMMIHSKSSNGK
Jurkat NFkB inh – inhibitors of induced NF-kB luciferase reporter, primary screen, TCR NF-kB activation inhibitor project, cell-based, luminescence, uHTS; Jurkat, PMA/ionomycin-induced NF-kB luciferase reporter; inhibition, % at 4 µM; 0.53% of 330,000 active; AID 435003, 2010; in the data active = inhibition above about 50%
UPR XBP1 act – activators of adaptive XBP1 UPR arm, primary screen, cell-based, CHO-XBP1 luciferase reporter, luminescence, uHTS; IRE1-XBP1 UPR activation; percent of tunicamycin response, DMSO as zero; activation, % at 20 µM; 0.33% of 330,000 active;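 active = versus positive control, 20 µM dose yields 30% or more activation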;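 also: 100% = tunicamycin at 10 µg/mL and 0% = DMSO only wells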
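Test system: CHO-XBP1 luciferase reporter cells | Buffer or medium: Serum-containing F12 medium, 10% FBS | Schedule: 6 h compound exposure at 37 °C, 5% CO2 | Detection: Steady-Glo luciferase glow luminescence, 10 min after reagent addition | Read-out basis: Activation, % of tunicamycin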
Gli-Sufu antag – Gli-Sufu pathway antagonists, primary screen, luciferase luminescence, Sufu-KO-LIGHT cells, uHTS. Sufu-KO-LIGHT fibroblasts, Gli luciferase reporter luminescence. 0.74% of 340,000 active. inhibition, % at 5 µM;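 active = inhibition above about 55%, limit read from the data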;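 also: 0% = DMSO-treated cells and 100% = wells with medium but no cells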
The depositor's hits bear a star; · = not tested or not shown.

SMILES | 697 NFkB inh | Mdm2-MdmX inh | CCR6 antag | CXCR6 block | CHOP UPR activ | EBI2 block | Jurkat NFkB inh | UPR XBP1 act | Gli-Sufu antag
COc1ccc(Br)cc1/C=N/NC(=O)C[n+]1ccccc1 | 0 | 7 | -18 | 2 | -2.3 | 1 | -3 | -2 | 0
O=S(=O)(Nc1nc2ccc(S(=O)(=O)N3CCCC3)cc2s1)c1ccc(F)cc1 | 4 | 14 | 8 | 0 | -0.2 | 3 | -5 | 1 | 7
Cc1ccc(S(=O)(=O)NCc2cn3ccccc3n2)c(C)c1 | 12 | 10 | 11 | 4 | 6.4 | 3 | -3 | -4 | -2
O=C(NCc1ccc(F)cc1)C1CCCN(S(=O)(=O)c2ccc(-n3cnnn3)cc2)C1 (stereo unspecified) | 15 | 10 | 9 | -13 | 1.9 | 1 | 23 | 0 | -15
Cc1ccc(N=Cc2nc(-c3ccco3)oc2O)cc1 | -68 | -57 | 29 | 10 | 1.8 | -6 | -49 | 2 | -16
COc1ccc(C(CC(=O)Nc2ccc(Cl)cc2F)NC(=O)C(F)(F)F)cc1 (stereo unspecified) | -10 | -5 | 9 | -3 | -0.5 | 0 | 8 | -1 | 5
Cc1c(NC(=O)C2CCCN2C(=O)c2cccs2)c(=O)n(-c2ccccc2)n1C (stereo unspecified) | -10 | -23 | 4 | -10 | -1.1 | -1 | -4 | 0 | 7
Cc1cc(Cl)ccc1NC(=S)N1CCC(C(N)=O)(N2CCCCC2)CC1 | -1 | 12 | 2 | 2 | -0.8 | 4 | 5 | -1 | 23
Cn1c(SCC(=O)c2c(N)n(C)c(=O)n(C)c2=O)nnc1-c1ccc(F)cc1 | -8 | -6 | 3 | -9 | 1.1 | 2 | -10 | 1 | -9
CNCC(=O)Nc1ccc(Cl)c(C(F)(F)F)c1 | 8 | 22 | 23 | 0 | -0.8 | -3 | -4 | -3 | -2
O=C(NCc1ccc(F)cc1)C(c1ccncc1)N(C(=O)c1csnn1)C1CC1 (stereo unspecified) | 7 | -4 | -8 | -8 | 0.7 | -10 | -1 | -1 | 2
Cc1noc(C)c1NC(=O)N(C)C[C@H]1Oc2ccc(NS(=O)(=O)c3cn(C)cn3)cc2C(=O)N([C@H](C)CO)C[C@@H]1C | 2 | 3 | 4 | 0 | -1.2 | -8 | 4 | 0 | -11
Fc1cccc(F)c1/C=N/NC(=S)Nc1cccnc1 | 18 | 7 | 4 | 5 | -0.7 | -4 | 8 | -1 | 3
O=c1c2c3c(sc2nc2n1CCCCC2)C(O)CCC3 (stereo unspecified) | -20 | -49 | 3 | 6 | 4.7 | -3 | -40 | 9 | -27
Cc1ccc(-c2noc(CSc3nnnn3C3CCCCC3)n2)cc1 | 19 | 5 | 4 | -3 | 0.9 | 1 | -6 | 5 | 16

Only Jurkat NFkB inh (4 entries from above):
| molecule | Jurkat NFkB inh |
| --- | --- |
| Cc1ccc(N=Cc2nc(-c3ccco3)oc2O)cc1 | -49 |
| COc1ccc(C(CC(=O)Nc2ccc(Cl)cc2F)NC(=O)C(F)(F)F)cc1 (stereo unspecified) | 8 |
| Cc1c(NC(=O)C2CCCN2C(=O)c2cccs2)c(=O)n(-c2ccccc2)n1C (stereo unspecified) | -4 |
| Cc1cc(Cl)ccc1NC(=S)N1CCC(C(N)=O)(N2CCCCC2)CC1 | 5 |

Carrying on:
SMILES | 697 NFkB inh | Mdm2-MdmX inh | CCR6 antag | CXCR6 block | CHOP UPR activ | EBI2 block | Jurkat NFkB inh | UPR XBP1 act | Gli-Sufu antag
CCN(c1ccc(OC)cc1)S(=O)(=O)c1cc(-c2cc(C)no2)ccc1OC | -12 | -8 | 6 | 2 | 1.8 | 5 | -9 | -2 | 10
Cc1cc(C)cc(NC(=S)/N=C(\N)Nc2nc(C)c3ccccc3n2)c1 | -44 | 29 | 25 | 18 | 3.3 | 10 | 12 | 0 | 11
O=C(O)c1cccc(Cn2c(Cl)c(/C=N/NC(=O)c3ccccc3)sc2=O)c1 | 2 | -8 | 8 | 5 | 0.2 | -11 | -6 | -6 | -8
COc1ccccc1N1CCN(C(=O)CN(C)S(=O)(=O)c2ccc3c(c2)c(=O)n(C)c(=O)n3C)CC1 | 4 | 16 | 0 | -4 | 1.7 | -10 | -2 | -3 | 5
CCCN(CC(=O)Nc1ccc(Cl)cc1Cl)C(=O)/C=C/c1cc(OC)ccc1OC | -12 | 26 | 10 | 4 | -0.1 | 5 | -1 | 1 | 5
CCOc1ccc(N(CC(=O)Nc2ccccc2OC)S(C)(=O)=O)cc1 | -3 | 10 | 12 | -6 | -1.5 | -7 | 26 | -2 | -9
C=CCN1C(=O)C2C(C(=O)NC)C3(C)C=CC2(O3)C1C(=O)NCc1ccc(OC)cc1 (stereo unspecified) | -2 | 24 | 6 | 0 | -1.7 | 7 | -7 | 0 | -46
Cc1ccc(CC(=O)Nc2ccc([N+](=O)[O-])cc2C)cc1 | 0 | 9 | 7 | 0 | 0.3 | -5 | 16 | -2 | 23
O=C(O/N=C(/c1ccccc1)c1ccncc1)c1ccccc1[N+](=O)[O-] | 15 | 10 | -4 | -4 | -1.2 | -4 | 3 | -4 | 6
O=C(c1ccc(-n2cccc2)cc1)N1CCN(Cc2ccccc2)CC1 | -10 | 0 | 6 | -2 | 2.4 | 84* | 1 | 2 | 0
COc1ccc2nc(SCC(=O)N(C)C3CCCCC3)c(C#N)cc2c1 | 2 | 24 | 11 | 8 | -2.7 | 17 | 8 | -1 | 4
COc1ccc(CCN(C)C2CCCN(C(=O)c3ccnn3C)C2)cc1OC (stereo unspecified) | -9 | 15 | 4 | -8 | 1.6 | -11 | -10 | -4 | 10
COc1cccc(C(=O)NC2=NCCS2)c1 | -65 | 0 | -1 | -4 | -1.6 | -2 | -68 | -3 | -65
CN1CCN(S(=O)(=O)NC[C@H]2O[C@@H](n3cnc4c(N)ncnc43)[C@H](O)[C@@H]2O)CC1 | -9 | 4 | 10 | 1 | 0.3 | -1 | · | 2 | -10
O=C(CSc1ccccn1)Nc1ccc(NC(=O)CSc2ccccn2)cc1 | 3 | 17 | 10 | 87* | -1.3 | 9 | -4 | -1 | -8
CCCCCCn1cc(C(=O)OCC)c(=O)c2cc(F)c(F)cc21 | -2 | -10 | 13 | 6 | 0.1 | 9 | 23 | -3 | 11
CCCCN1C(=O)C2(NNc3ccccc3O2)c2ccccc21 (stereo unspecified) | 13 | 8 | 21 | 16 | -0.9 | 13 | -9 | 2 | -17
C#CCSc1nnc(-c2ccc(C)cc2)o1 | -110 | -116 | 4 | 10 | 2.3 | 0 | -53 | -1 | -93
Cc1ccc(C(=O)OCCN(C)Cc2ccccc2)cc1 | 10 | 22 | 2 | -3 | 0.7 | 4 | -4 | -1 | -7
COc1ccc(/C=N\N2CCN(Cc3ccccc3Cl)CC2)cc1 | 3 | 3 | 2 | 9 | 0.5 | -9 | -3 | -5 | 50
O=C(c1cnccn1)N1CCCC(N2CCN(c3cccc(Cl)c3)CC2)C1 (stereo unspecified) | 13 | 0 | -1 | 0 | 2.1 | 0 | 9 | -5 | 0
COc1ccc(CC(=O)N/N=C/c2sccc2C)cc1 | -10 | -9 | 13 | -6 | 0.2 | 3 | 8 | -1 | 21
CCn1c(CNC(=O)c2ccc3c(c2)OCO3)nnc1SCC(=O)Nc1cc(C)ccc1OC | -14 | 26 | -19 | -2 | -3.4 | 9 | -10 | -1 | 5
CCCNCc1cc(OCC)c(OCC(N)=O)cc1Br | 8 | 12 | 22 | -3 | 0.5 | -4 | -12 | 1 | -13
Cc1cc([N+](=O)[O-])cc2c1NC(=O)C2(O)N1CCCCCC1 (stereo unspecified) | -8 | 2 | 10 | 4 | 2.3 | -3 | -1 | 1 | 5
CCOCCn1c(SCc2c(F)cccc2Cl)nc2c1c(=O)[nH]c(=O)n2C | -3 | 19 | 2 | 7 | 0.4 | 20 | 0 | 0 | 3
O=C(OCC(=O)N1CCCc2ccccc21)c1c(F)cccc1F | 0 | 2 | 12 | -10 | 2.6 | 5 | -9 | 4 | -12
COCCCN1C(=O)c2ccc(C(=O)NCCc3ccccc3)cc2C1=O | -121 | -11 | 7 | -13 | -1.3 | 3 | -17 | -6 | -21
CCOc1cc(N2CCOCC2)c(OCC)cc1NC(=O)CN1C(=O)C2CC=CCC2C1=O (stereo unspecified) | 21 | -5 | 8 | -6 | -0.6 | -2 | 3 | 1 | -4
COc1cc(OC)cc(C(=O)NC2CCN(Cc3nnnn3Cc3cccs3)CC2)c1 | -10 | -21 | 11 | -9 | -1.6 | -11 | 5 | -1 | 14
CC1=CN2CC(O)CN=C2C=C1 (stereo unspecified) | 12 | -3 | 11 | -2 | 1.3 | 1 | 16 | 1 | 6
CCN1C(=O)[C@@H]2[C@@H](c3ccc(-c4ccc5c(c4)OCO5)c(OC)c3)N3CCC[C@@]3(C(=O)OC)[C@@H]2C1=O | 12 | 6 | 5 | -4 | 0.1 | 0 | -12 | 0 | -7
NC(=O)Cn1c(=O)n(CCC(=O)NCCSCc2ccccc2)c(=O)c2ccccc21 | -7 | -14 | 10 | -4 | 0.6 | -3 | 1 | -1 | 9
COCCn1c(=NC(=O)/C=C/c2cccs2)sc2cc(NC(C)=O)ccc21 | 12 | 22 | 21 | 1 | 2.4 | 5 | 0 | -2 | -4
O=C(C(=C1NCCN1)n1cncn1)c1ccccc1 | 4 | -10 | 17 | -10 | -0.3 | -4 | 8 | 1 | 1
CCN(CC)CCN1CCn2c3c(c4cc(C)ccc42)CCCC31 (stereo unspecified) | -44 | 17 | 10 | -8 | -1.7 | -7 | -1 | 0 | 21
COc1ccccc1NCC(=O)N/N=C(\C)c1cccs1 | -8 | -6 | -2 | -3 | 3.4 | 7 | 13 | 0 | -5
N/C(=N\OC(=O)c1cnn(-c2ccccc2)c1C(F)(F)F)c1ccc(C(F)(F)F)cc1 | -7 | 1 | -5 | -12 | 3.0 | 15 | -24 | -1 | 0
O=C(Nc1cccc(C(F)(F)F)c1)C1CCCCC1 | 0 | 11 | -3 | 6 | -1.3 | -7 | 4 | 0 | -4
O=C(Nc1ccc2oc(-c3ccncc3)nc2c1)c1ccco1 | -20 | -23 | 11 | -7 | 5.3 | 3 | -29 | -3 | -35
CCCCn1c(=O)[nH]c(=O)c2c1nc(COc1ccc(C#N)cc1)n2CCC | -6 | 17 | 9 | 1 | -1.2 | 6 | 22 | 0 | 0
O=C(NCCN1CCOCC1)c1ccc(NS(=O)(=O)c2ccccc2)cc1 | 6 | 18 | -8 | -2 | 0.4 | 0 | 15 | -4 | -4

2 consecutive entries from above, quoted:
SMILES | 697 NFkB inh | Mdm2-MdmX inh | CCR6 antag | CXCR6 block | CHOP UPR activ | EBI2 block | Jurkat NFkB inh | UPR XBP1 act | Gli-Sufu antag
NC(=O)Cn1c(=O)n(CCC(=O)NCCSCc2ccccc2)c(=O)c2ccccc21 | -7 | -14 | 10 | -4 | 0.6 | -3 | 1 | -1 | 9
COCCn1c(=NC(=O)/C=C/c2cccs2)sc2cc(NC(C)=O)ccc21 | 12 | 22 | 21 | 1 | 2.4 | 5 | 0 | -2 | -4

The order is random; about 5% have a hit in one of these screens.
